KB-V1 cytotox: kills drug-selected multidrug resistant KB-V1 cells | KB-V1 MDR cells viability, CellTiter-Glo, 72 h | Potency, µM (top dose mostly 46.1 µM), inactives show top-dose activity change, negative = cytotoxicity, most hits filed as cytotoxic | AID 1347076 | 400,000 tested, 3.4% active; also: potency is read from the fitted curve at half-maximal effect; % is scaled to controls: 0 for no effect and ±100 for the full control effect; nearly all actives have a fitted effect of over 60% in size
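KB-V1 cells (P-gp-expressing MDR subline of KB-3-1) in phenol-red-free DMEM with 10% FBS were exposed to library compounds over a concentration series for 72 h at 37 degrees C. Viability read by CellTiter-Glo luminescence; concentration-effect curves fitted after normalization.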
D3 antag: D3 dopamine receptor (human) antagonism; D3R cells, DiscoveRx beta-arrestin luminescence, antagonist mode; active compounds read low; max response, negative = inhibition, %; 360,000 tested, 2.5% active; AID 652054; in the data active = max response below about -50%; inconclusive = no clear call, values can overlap the other calls; also: % is scaled to controls: 0 for no effect and ±100 for the full control effect; mostly tested at two doses, the higher about 12 µM
Target sequence (P35462 whole entry, looked up): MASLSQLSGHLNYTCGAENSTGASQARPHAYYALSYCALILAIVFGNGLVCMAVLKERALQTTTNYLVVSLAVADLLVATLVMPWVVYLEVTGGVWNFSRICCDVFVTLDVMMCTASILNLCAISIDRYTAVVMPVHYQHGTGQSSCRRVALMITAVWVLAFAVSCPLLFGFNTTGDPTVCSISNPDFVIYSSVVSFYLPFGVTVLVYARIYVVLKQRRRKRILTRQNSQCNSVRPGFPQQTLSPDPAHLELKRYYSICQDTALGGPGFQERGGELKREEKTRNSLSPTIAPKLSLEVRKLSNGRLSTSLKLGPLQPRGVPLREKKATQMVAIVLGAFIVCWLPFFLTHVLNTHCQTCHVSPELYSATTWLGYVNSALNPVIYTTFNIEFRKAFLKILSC
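Cells expressing the human receptor were seeded at 1500 cells/well, incubated overnight at 37 degrees C in 5% CO2, then exposed to library compounds with dopamine controls for 90 minutes at 37 degrees C before luminescent detection.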
HT1080 IDH1KD tx: kills HT-1080 cells with IDH1 knockdown | HT-1080 IDH1 knockdown viability, ATP luminescence, 48 h | Potency, µM (titrated, usually from 46.1 µM), for inactives: top-dose activity, negative = toxicity, hits mostly cytotoxic | 360,000 tested, 2% active;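 also: potency is read from the fitted curve at half-maximal effect; 0% = DMSO wells and -100% = cell-free medium wells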
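Assay cells: HT-1080 with IDH1 knockdown, 750 per well, RPMI/5% FBS. Exposure: 48 h at 37 °C following 2 h pre-incubation. Read: CellTiter-Glo luminescence; fitted concentration-response, curve class assigned.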
IL1B secr inh: inhibitors of inflammasome signaling (IL-1 beta secretion). 360,000 tested, 4.7% active. THP-1 LPS/ATP IL-1B secretion, AlphaLISA, 16 h; active compounds read low. activity change, % at 57.5 µM; in the data active = activity change below about -50%; inconclusive = mostly about -30% to -49%; also: % is scaled to controls: 0 for no effect and ±100 for the full control effect
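THP-1 cells pretreated 1 hr with compounds (up to 57.5 uM final), then stimulated with LPS (250 ng/mL final) plus ATP (1.25 mM final); secreted IL-1B measured by AlphaLISA after 16 hr, decreased signal indicating inhibition.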
HT1080NT lethal: kills 2HG-producing HT-1080-NT fibrosarcoma cells; Potency, µM (highest dose often 46.1 µM), for inactives: at the top dose activity, negative = less viability, usual class: cytotoxic; HT-1080-NT fibrosarcoma viability, CellTiter-Glo ATP luminescence, 48 h; 360,000 tested, 1.6% active;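 also: NT is the 2HG producing partner of a matched IDH1 knockdown line; potency is read from the fitted curve at half-maximal effect; 0% = DMSO-treated cells and -100% = media-only wells without cells; nearly all actives have a fitted effect of over 55% in size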
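Read-out is CellTiter-Glo luminescence after 10 minutes at room temperature, following 48 hours' compound treatment of HT-1080-NT cells (750 cells/well, RPMI, 5% FBS, 37 degrees C).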
KB-3-1 tox: kills parental KB-3-1 adenocarcinoma cells. KB-3-1 viability, CellTiter-Glo ATP luminescence, 72 h. Potency, µM (titrated, usually from 46.1 µM), for the others: at the top dose activity change, negative = cytotoxic, usual class: cytotoxic. 400,000 tested, 1.4% active. AID 1347075; also: potency is read from the fitted curve at half-maximal effect; % is scaled to controls: 0 for no effect and ±100 for the full control effect; nearly all actives have a fitted effect of over 60% in size
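KB-3-1 parental drug-naive adenocarcinoma cells in DMEM/10% FBS, incubated 72 h at 37 C with pin-transferred compounds across a concentration series. Viability by CellTiter-Glo luminescence; concentration-response curves fitted after normalization.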
D3 ag: activates the human D3 dopamine receptor; 410,000 tested, 0.58% active; D3R DiscoveRx beta-arrestin cells, luminescence, 90 min; AID 652048; max activation, %; P35462; in the data active = max activation above about 30%; also: 0% is about no effect; mostly tested at two doses, the higher about 12 µM
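Cells at 1500/well, incubated overnight, then treated with pinned compounds (dopamine as control) for 90 min at 37 degrees C. DiscoveRx reagent added for 30 - 60 minutes at room temperature; luminescence read.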
SW480 rereplic: induces DNA re-replication in SW480 colon adenocarcinoma cells | Potency, µM (doses to about 46.1 µM), for the others: at the highest dose re-replication activation, hits mostly activators | SW480 DNA re-replication, Hoechst DNA content imaging, 48 h | 340,000 tested, 1.8% active; also: potency is read from the fitted curve at half-maximal effect; % of control where 0% means no effect; nearly all actives have a fitted effect of over 55% in size
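Readout is total intensity of Hoechst-stained nuclei, excited at 405 nm and collected at 500-530 nm. Compound treatment lasted 48 hr at 37 C in 5% CO2 before staining.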
GLP-1R agonist: activates the human GLP-1 receptor | P43220 | HEK293 GLP-1R CRE-luciferase, luminescence, 4-6 h; cells express a hypersensitive GLP-1R form | Potency, µM (top dose mostly 45.6 µM), without a hit: at the top dose activation, most hits filed as activators | 380,000 tested, 0.007% active | AID 624172; also: potency is read from the fitted curve at half-maximal effect; % of control where 0% means no effect
Target sequence (P43220 whole entry, looked up): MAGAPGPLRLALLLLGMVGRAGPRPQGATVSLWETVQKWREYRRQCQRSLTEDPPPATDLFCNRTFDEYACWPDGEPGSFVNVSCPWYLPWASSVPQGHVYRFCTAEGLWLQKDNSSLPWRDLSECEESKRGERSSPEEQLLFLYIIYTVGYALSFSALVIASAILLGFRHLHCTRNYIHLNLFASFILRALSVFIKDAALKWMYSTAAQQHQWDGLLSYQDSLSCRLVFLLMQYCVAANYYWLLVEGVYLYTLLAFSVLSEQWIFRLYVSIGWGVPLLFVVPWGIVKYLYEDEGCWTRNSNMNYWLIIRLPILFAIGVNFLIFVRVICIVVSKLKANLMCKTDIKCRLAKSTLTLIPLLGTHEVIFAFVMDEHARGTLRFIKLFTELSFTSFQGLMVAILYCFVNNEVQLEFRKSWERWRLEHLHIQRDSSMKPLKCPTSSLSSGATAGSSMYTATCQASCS
Starred values were filed as active, the others as inactive; ? = inconclusive; . = no result given; & = joins results of further samples; [ ] = remark or other dose. Unless noted, calls follow the shape of the dose curve; as a rule, active = well fitted curve in the direction sought with a large enough effect; inconclusive = small, poorly fitted or top-dose-only effect, or another doubt; inactive = no such curve, though single readings can be large; an effect the other way counts as inactive or inconclusive.

no.	SMILES	KB-V1 cytotox	D3 antag	HT1080 IDH1KD tx	IL1B secr inh	HT1080NT lethal	KB-3-1 tox	D3 ag	SW480 rereplic	GLP-1R agonist
1	Cc1ccc(C)c(NC(=O)C(Sc2nncn2C)c2ccccc2)c1 (configuration not stated)	15µM*	-15	12%	0	4%	5%	-5	-5%	-7%
2	CCc1ccc(CN2CCC(CO)(CC3CCCCO3)CC2)o1 (configuration not stated)	-21%	?	20%	27	3%	0%	-30	-10%	21%
3	O=C(Nc1ccc(F)cc1F)N1CCCN(c2ccc([N+](=O)[O-])cn2)CC1	-23%	-11	-3%	-3	-1%	-14%	10	-6%	3%
4	CCN(CC(=O)Nc1c(F)cccc1F)C(=O)/C=C/c1cn(Cc2ccccc2)nc1-c1cccnc1	?	-5	1%	-17	9%	-3%	-6	0%	15%
5	Cc1cc(NC(=O)CSc2nnc3c(C)cc4ccccc4n23)no1	-6%	-15	-28%	-16	19%	4%	-11	-2%	-1%
6	Cc1cc(NC(=O)C2CC(=O)OC2c2ccccc2)no1 (configuration not stated)	3%	6	0%	26	-2%	10%	-15	-2%	-5%
7	COc1ccc(N2CC(C(=O)Nc3ccc(S(=O)(=O)Nc4nccs4)cc3)CC2=O)cc1 (configuration not stated)	8%	0	-2%	10	0%	6%	6	1%	1%
8	CCCCCCCNC(=O)C1(CC2CC(c3ccc(Cl)cc3)=NO2)CCN(C(=O)Cc2ccc(F)cc2)CC1 (configuration not stated)	4%	29	0%	-24	0%	-9%	4	-2%	2%
9	O=c1nc(-c2ccccc2)n(-c2ccccc2)c2ncccc12	-15%	-21	0%	23	4%	0%	-14	4%	0%
10	CCc1cc(=O)[nH]c(SCC(=O)N2CCCC2)n1	-1%	-5	1%	9	-7%	10%	1	-219%[inhibitor]	0%
11	COc1ccc(C(C(=O)NC2CCCC2)n2c(C3CCN(C(C)=O)CC3)nc3ccccc32)cc1 (configuration not stated)	-24%	-50*	2%	-14	-6%	1%	-8	.	.
12	Cc1cccc(NCC(=O)N/N=C\c2cccc(Oc3ccccc3)c2)c1	-4%	16	-24%	-1	-15%	-15%	9	2%	13%
13	CN(C(=O)CSc1nc2c(c(=O)[nH]1)CCCC2)C1CCCCC1	16µM*	-10	?	32	1%	1%	0	-1%	-11%
14	CN1CCN(NC(=O)c2ccc(Br)c(S(=O)(=O)N3CCOCC3)c2)CC1	-3%	3	19%	-1	11%	0%	2	-11%	-6%
15	O=C1c2cccc3cccc(c23)C(=O)N1c1nccs1	-1%	17	2%	-1	15%	4%	19	-10%	-15%
16	Cc1c(C)n(Cc2ccccc2)c2ncnc(NCCN(C)C)c12	5%	?	-1%	?	-12%	2%	-1	-1%	13%
17	O=C(CSc1nc2ccccc2o1)N1CCN(C(=O)c2ccco2)CC1	-4%	9	2%	-1	-7%	12%	2	16%	2%
18	O=S(=O)(c1ccccc1F)N1CCN(c2nc(-c3cccs3)nc3ccccc23)CC1	7%	.	20%	.	23%	?	.	.	.
19	O=C(NCCc1ccccc1)C(=O)c1c(-c2ccccc2)[nH]c2ccccc12	5%	0	0%	?	-13%	?	-3	-8%	8%
20	COc1ccc(S(=O)(=O)N2CCN(CC(=O)Nc3ccc(F)c(F)c3)CC2)cc1	-7%	16	1%	-12	-1%	0%	5	-4%	-4%
21	CCN(CC)C(=O)c1ccc(CS(=O)(=O)Cc2ccccc2)cc1	-4%	7	-2%	-5	1%	-3%	1	-39%[inhibitor]	-3%
22	CCOC(=O)c1c(S(=O)(=O)NCC(=O)N2CCN(c3ccccc3OC)CC2)c(C)n(C)c1C	0%&-2%	7	3%	-8	13%	0%&-6%	9&-31	-30%	-4%
23	Cc1onc(-c2c(Cl)cccc2Cl)c1C(=O)O/N=C(\C#N)c1ccccc1	0%	-26	?	-13	-5%	-1%	-20	2%	-8%
24	O=C(Nc1nnc(S(=O)(=O)N2CCOCC2)s1)c1ccccc1Cl	-8%&4%	0	3%	26	9%	-9%&2%	-5&-12	-9%	1%
25	Cn1c(=O)c2c(ncn2CCc2ccccc2)n(C)c1=O	4%	1	9%	27	10%	1%	0	-11%	19%
26	CCOC(=O)C1(C)CCCN1C(=O)c1ccc(C(=O)OC)cc1 (configuration not stated)	4%	0	17%	17	20%	0%	12	.	-5%
27	Cc1c(-c2n[nH]c(=S)n2-c2ccc(Br)cc2)nnn1-c1ccc(Cl)cc1	0%	-12	-14%	51	-12%	-8%	-6	-8%	12%
28	Cc1ccc(S(=O)(=O)NC(=O)C2(C)CCN2C(=O)C2(c3ccc(Cl)cc3)CCC2)nc1 (configuration not stated)	-6%	0	15%	-16	-18%	-2%	-13	.	-3%
29	COc1ccc(-c2ccc(SCC(=O)NCc3ccco3)nn2)cc1OC	9.2µM*	7	12%	-8	2%	-5%	2	-7%	2%
30	CCOC(=O)N1CCN(C(=O)CN(C)S(=O)(=O)c2ccc3c(c2)C(C)(C)C(=O)N3C)CC1	14%	12	16%	6	5%	-1%	0	-5%	-6%
31	Cc1ccc(NC(=S)NNc2ncc(C(F)(F)F)cc2Cl)c(C)c1	-29%	-53*	?	0	?	-8%	-13	12%	5%
32	Cc1cnc(NC(=O)c2ccc(Cl)nc2)s1	3%	-23	-2%	46	-7%	-7%	-4	6%	-8%
33	CCN1N=C(C)C=C(c2ccccc2)n2c1nc1ccccc12	-29%	2	18%	24	13%	21%	5	-10%	11%
34	CCOc1ccc(C(=O)CSCCC(=O)O)cc1	3%	1	2%	20	3%	13%	3	-5%	-1%
35	Cn1c(=O)oc2cc(S(=O)(=O)NCc3cccnc3)ccc21	17%	-26	19%	-7	1%	2%	-7	1%	8%
36	COc1ccc(/C=N/n2cnnc2)cc1COc1ccccn1	3%	2	-9%	1	-3%[9.24 µM]	4%	6	0%	1%
37	COC(=O)CCC(=O)OC1(C)C(=O)C=C2C=C(C3CC3)N(CCCCO)C=C2C1=O (configuration not stated)	14%	-22	10%	15	0%	0%	-1	-2%	0%
38	CN=C(C)c1c(O)c2ccccc2oc1=O	9%	3	7%	-12	0%	0%	-4	-12%	6%
39	COc1ccc(N/C=C/c2nc(SC)nnc2C)cc1	6%	4	?	-9	-25%	12%	1	15µM*	?
40	CC(=O)Nc1nc(N)n(-c2ccccc2)n1	-2%	30	9%	8	11%	4%	-3	-4%	-6%
41	C[C@@]12C(=O)N(c3cccc(F)c3)C(=O)N1[C@@H]1c3ccccc3OC[C@@H]1[C@H]2c1ccccc1	?	44	-3%	-8	?	?	6	0%	-5%
42	Cc1cccc(NC(=S)Nc2ccc(Br)cc2)c1	-13%	?	-23%	-10	-11%	-13%	-4	-4%[9.22 µM]	5%
43	CC(=O)NC(c1ccc(F)c(F)c1)c1nc(-c2ccc(F)c(Cl)c2)cs1 (configuration not stated)	3%	?	-8%	-21	-12%	0%	-19	.	14%
44	COc1ccc(F)cc1S(=O)(=O)NCC(=O)NCc1cc(=O)n(C)c(=O)n1C	0%	13	15%	0	9%	2%	0	11%	0%
45	O=C(NCCN1CCN(c2ccccc2)CC1)Nc1ccccc1Cl	-2%	-83*	-3%	-19	-2%	-27%	7	-10%	3%
46	CSc1ncccc1C(=O)N1CCN(S(=O)(=O)c2ccc(C)cc2)CC1	?	-17	1%	23	4%	10%	3	1%	1%
47	Cc1ccc(-n2nc3c(=O)n(CCCC(=O)NCc4ccco4)nc(C)c3c2C)cc1	0%	-5	2%	-8	5%	?	5	-6%	-2%
48	COc1ccc(CN2C(=O)c3ccccc3C2=O)cc1C(=O)Nc1ccc(C)cc1C	5%	1	0%	17	9%	-4%	5	0%	2%
49	CCCCNc1c(N)n(CC(C)C)c(=O)[nH]c1=O	-27%	22	6%	16	2%	9%	4	9%	-1%
50	CCCN1CCC(NCC(C)c2ccccc2)CC1 (configuration not stated)	5%	13	-21%	-1	-26%	-2%	-3	-7%	9%
51	CN(C)c1ccc(-c2nnn(CC(=O)NCc3ccc4c(c3)OCO4)n2)cc1	-7%	0	-2%	27	-1%	-18%	-2	?	-1%
52	CNC(=O)c1ccc2c(c1)N=C(C)c1cc(C)ccc1S2	?	.	.	.	.	18µM*	-11	.	1%
53	CCC(=O)Nc1ccc(F)c(Cl)c1	10%	1	3%	7	8%	-1%	2	1%[9.22 µM]	0%
54	CCN(CC)C(=O)Oc1ccc(Cl)c2cccnc12	-7%	-6	0%	-4	1%	3%	-12	-3%	16%
55	Cc1ccc(C(=O)N/C(=C/c2ccc(F)cc2)C(=O)NCc2ccncc2)cc1	3%	16	2%	-1	-3%	4%	2	3%	11%
56	COc1ccccc1C(O)P(=O)(OCC(C)C)c1ccc(N(C)C)cc1 (configuration not stated)	1%	6	-1%	-30	-7%	0%	2	5%	-2%
57	COc1cccc(C(=O)NCCS(=O)(=O)NCc2cccnc2)c1	-9%	-12	-6%	5	-8%	-3%	-7	-4%	0%
58	Fc1ccc2nc(Nc3nc4c(F)cc(F)cc4s3)sc2c1	?	19	-7%	-61*	-7%	?	16	1%	1%
59	CSCC[C@H](NC(=O)c1ccc2c(c1)OCO2)c1nnc2ccccn12	-11%	-14	9%	17	9%	1%	3	-22%	7%
60	COc1ccc(-c2ccc(-c3noc(-c4ccccc4)n3)c(OC)n2)cc1	-19%	45	9%	3	17%	1%	17	?	-5%
61	COc1ccc(N2CCN(Cc3ccc(Br)s3)CC2)cc1	?	-55*	0%	-5	2%	-3%	-32	4%	4%

Screening data as filed in PubChem.
